Mdm2-MdmX inh: inhibitors of human Mdm2-MdmX association, primary screen, cell-based, luminescence, split luciferase, SaOS-2, uHTS | Protein Mdm4 (Homo sapiens) + E3 ubiquitin-protein ligase Mdm2 (Homo sapiens), … | SaOS-2 split-luciferase Mdm2/MdmX complementation | inhibition, % at 8 µM | actives 3% (n = 330,000) | AID 485346, 2010;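 active = inhibition of at least 50% at 8 µM in the primary screen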
APJ antagonist: antagonists of human apelin receptor APJ, primary screen, CHO-K1 cells, beta-arrestin complementation, luminescence. P35414. inhibition, % at 20 µM. actives 0.32% (n = 330,000). AID 2521, 2010;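 active = inhibition above about 40% at 20 µM, limit read from the data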;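 also: cells challenged with 10 nM apelin-13 agonist together with compound; plate controls were apelin-13 plus DMSO wells for no effect and DMSO wells lacking apelin-13 for full effect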
Target sequence (P35414 whole entry, looked up): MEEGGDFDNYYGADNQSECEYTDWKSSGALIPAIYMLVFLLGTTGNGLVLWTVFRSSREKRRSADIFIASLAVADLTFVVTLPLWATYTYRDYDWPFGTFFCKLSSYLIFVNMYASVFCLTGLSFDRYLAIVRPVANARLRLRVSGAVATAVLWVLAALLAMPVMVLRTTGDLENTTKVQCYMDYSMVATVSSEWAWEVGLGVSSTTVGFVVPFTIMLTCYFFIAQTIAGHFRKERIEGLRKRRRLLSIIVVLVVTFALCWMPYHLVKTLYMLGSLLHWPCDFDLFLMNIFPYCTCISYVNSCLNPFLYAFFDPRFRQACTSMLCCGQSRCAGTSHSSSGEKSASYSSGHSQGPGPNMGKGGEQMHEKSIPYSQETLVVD
CHOP UPR activ: activators of apoptotic CHOP UPR arm, primary screen, cell-based, CHO-CHOP luciferase reporter, luminescence, uHTS; actives 0.34% (n = 330,000); activation, % at 10 µM; UPR activation; percent of tunicamycin response over DMSO baseline;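 active = at 10 µM dose, activation of 40% or more, normalized to positive control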;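 also: 100% = tunicamycin at 10 µg/mL and 0% = DMSO alone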
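measured by = luciferase luminescence | assay system = CHO-CHOP cells, stable luciferase reporter of PERK-eIF2a-CHOP signalling | amount = 500 reporter cells seeded per well | timing = 6 h compound exposure at 37 °C after overnight seeding | controls = positive tunicamycin 10 µg/mL, negative DMSO alone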
tim23-1 inh: growth inhibitors of tim23-1 mutant yeast, primary screen, luminescence, uHTS; S. cerevisiae tim23-1 growth, BacTiter-Glo luminescence, 24 h; inhibition, % at 20 µM; actives 1.3% (n = 330,000); AID 463212, 2010;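 active = growth inhibition of the mutant yeast at or above 50%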;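 also: temperature-sensitive mutant grown at 25 °C; plate controls were DMSO-treated mutant yeast for no effect and medium wells lacking yeast for full effect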
APJ agonist: agonists of human apelin receptor APJ, primary screen, CHO-K1 cells, PathHunter beta-arrestin, luminescence; P35414; 0% DMSO wells, 100% apelin; actives 0.11% (n = 330,000); activation, % at 20 µM;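 active = activation more than six SD over the plate average, tested at 20 µM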;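 also: 0% = DMSO alone and 100% = apelin-13 at 10 nM; some results filed as inactive read as strong as hits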
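Assay system: CHO-K1 cells stably expressing ProLink-tagged human APJ and arrestin–beta-gal acceptor. Compound dosing: 20 µM single point, 1% DMSO. Times: 16-18 h seeding, 90 min dark compound exposure, 60 min detection. Detection: beta-gal luminescence. Evaluation: APJ–arrestin association signal. Controls: negative DMSO alone, positive Apelin-13 at 10 nM.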
UPR XBP1 act: activators of adaptive XBP1 UPR arm, primary screen, cell-based, CHO-XBP1 luciferase reporter, luminescence, uHTS; IRE1-XBP1 UPR activation; percent of tunicamycin response, DMSO as zero; activation, % at 20 µM; actives 0.33% (n = 330,000); AID 463104, 2010;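 active = versus positive control, 20 µM dose yields 30% or more activation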;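 also: 100% = tunicamycin at 10 µg/mL and 0% = DMSO only wells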
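Material: IRE1-XBP1 luciferase reporter CHO line / Quantity: one thousand reporter cells per well / Buffer or medium: F12 with 10% serum / Compound: 20 µM single concentration, DMSO 1% / Times: 6 h treatment, 37 °C / Detection: Steady-Glo luciferase glow luminescence, 10 min after reagent addition / Benchmarks: tunicamycin high, DMSO low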
697 NFkB inh: inhibitors of PMA/ionomycin-induced NF-kB reporter, 697 cells, primary screen, B-cell NF-kB inhibitor project, cell-based, luminescence, uHTS | 697 B-cell NF-kB luciferase reporter, 16 h | inhibition, % at 4 µM | actives 0.33% (n = 330,000) | AID 435022, 2010; in the data active = inhibition above about 35%
Jurkat NFkB inh: inhibitors of induced NF-kB luciferase reporter, primary screen, TCR NF-kB activation inhibitor project, cell-based, luminescence, uHTS | Jurkat, PMA/ionomycin-induced NF-kB luciferase reporter | inhibition, % at 4 µM | AID 435003, 2010 | actives 0.53% (n = 330,000); in the data active = inhibition above about 50%
Active calls of the source: *; . = not tested or not shown.

SMILES | Mdm2-MdmX inh | APJ antagonist | CHOP UPR activ | tim23-1 inh | APJ agonist | UPR XBP1 act | 697 NFkB inh | Jurkat NFkB inh
COc1ccc(S(=O)(=O)N2CCN(Cc3ccccc3)CC2)c(C)c1 | 28 | 7 | -0.9 | 18 | -2 | -5 | 7 | 1
CS(=O)(=O)N(CC(N)=O)c1ccc(F)c(Cl)c1 | -4 | 0 | 0.9 | -2 | 2 | -2 | 8 | 16
Cc1ccccc1NC(=O)Cc1nnc(N)s1 | 0 | -13 | 0.2 | 15 | -3 | -3 | 7 | 5
Cc1ccc(C(=O)CSc2nnc(COc3cccc(C)c3)o2)cc1 | -1 | 5 | -0.5 | 31 | 2 | 2 | 49* | -4
COc1cc(C(C)=O)ccc1OCC(O)CN1CCN(c2ccc(C)cc2C)CC1 (stereo not given) | 9 | 9 | -2.0 | 12 | 2 | -5 | -8 | -5
O=C(COC(=O)c1ccc2c(=O)n3c(nc2c1)CCC3)NC1CCS(=O)(=O)C1 (stereo not given) | 0 | -16 | 1.0 | 15 | 0 | 1 | 15 | 0
COc1ccc(-c2c(-c3cc(OC)cc(OC)c3)n(C)c3ccc(-c4cnc(OC)nc4)cc23)cc1 | 27 | 9 | 1.9 | 0 | -4 | -3 | 5 | -4
COc1ccc(C(=O)OCC(=O)Nc2cccc(C(C)=O)c2)c(OC)c1OC | -7 | 3 | 1.9 | 6 | 0 | -7 | 4 | -21
COc1cccc(C(=O)/C=C/Nc2ccc(S(=O)(=O)Nc3cnc4ccccc4n3)cc2)c1 | 0 | -3 | 0.2 | 17 | -2 | 0 | 8 | -11
Cc1ccc2occ(C3NC(C(=O)O)CS3)c(=O)c2c1 (stereo not given) | 0 | -13 | 2.8 | 30 | -2 | -1 | -22 | 5
O=C(c1ccc(OC2CCN(Cc3ccccn3)CC2)cc1)N1CCCCO1 | -14 | -14 | -1.1 | -4 | -1 | -2 | 13 | -1
COC(=O)Cc1ccc(NC(=S)NCC(C)C)cc1 | 7 | 2 | -2.1 | -1 | 3 | 0 | -6 | 12
Cn1c(=O)n(C)c2cc([N+](=O)[O-])c(N3CCN(C(=O)c4ccc(Cl)cc4)CC3)cc21 | 46 | 17 | -0.4 | 29 | -5 | -1 | -24 | 16
CCC(C)[C@H]1COCCS(=O)(=O)N1Cc1ccc(C)cc1 (stereo not given in full) | 19 | 12 | 1.0 | 24 | -4 | 5 | 6 | -13
Cc1ccc(C)c2[nH]c(=O)c(CCNC(=O)Cc3cccs3)cc12 | 27 | 3 | -1.1 | -11 | 2 | 0 | 2 | -2
COCCN(CC(=O)NCc1ccc(OC)cc1)C(=O)CCC(=O)Nc1nccs1 | 14 | 4 | -0.8 | 0 | -1 | 0 | 13 | -3
Cc1ccccc1NC(=O)N1CCCC(c2nc(-c3ccc(C(C)C)cc3)no2)C1 (stereo not given) | -56 | -1 | -3.2 | 46 | -6 | -2 | -100 | -21
Cc1ccsc1C(=O)N1CCCC(CCC(=O)NCc2ccccc2F)C1 (stereo not given) | 11 | 7 | 1.3 | 10 | 0 | 2 | 12 | 5
O=C(NCCc1c[nH]c2ccccc12)c1ccc2c(c1)OCO2 | -106 | 9 | 6.9 | -1 | -2 | -4 | -122 | -110
Cc1ccc(NS(=O)(=O)c2c(C)nc3sccn3c2=O)c(C)c1 | 9 | -3 | 1.9 | 20 | -6 | -1 | 5 | -4

Four records picked at random from the list so far, as already listed:
SMILES | Mdm2-MdmX inh | APJ antagonist | CHOP UPR activ | tim23-1 inh | APJ agonist | UPR XBP1 act | 697 NFkB inh | Jurkat NFkB inh
O=C(NCCc1c[nH]c2ccccc12)c1ccc2c(c1)OCO2 | -106 | 9 | 6.9 | -1 | -2 | -4 | -122 | -110
COCCN(CC(=O)NCc1ccc(OC)cc1)C(=O)CCC(=O)Nc1nccs1 | 14 | 4 | -0.8 | 0 | -1 | 0 | 13 | -3
O=C(c1ccc(OC2CCN(Cc3ccccn3)CC2)cc1)N1CCCCO1 | -14 | -14 | -1.1 | -4 | -1 | -2 | 13 | -1
COC(=O)Cc1ccc(NC(=S)NCC(C)C)cc1 | 7 | 2 | -2.1 | -1 | 3 | 0 | -6 | 12

Further compounds follow:
SMILES | Mdm2-MdmX inh | APJ antagonist | CHOP UPR activ | tim23-1 inh | APJ agonist | UPR XBP1 act | 697 NFkB inh | Jurkat NFkB inh
CC1(C)CC(=O)C(C=NCCN2CCN(C3CC(=O)N(c4ccc(Cl)c(Cl)c4)C3=O)CC2)=C(O)C1 (stereo not given) | -12 | -10 | 1.3 | 23 | -3 | 1 | 8 | 3
CC(C)CCc1noc(CN2CCC(C(=O)N3CCOCC3)CC2)n1 | 7 | -15 | 1.4 | 4 | -7 | 1 | 9 | 4
CC(=O)N1Cc2cc(N)ccc2Oc2ccccc21 | 11 | 17 | -0.7 | 0 | 0 | 1 | 2 | 11
CC1=NN(c2ccc([N+](=O)[O-])cc2)C(=O)/C1=C\N(C)C | 17 | 21 | 5.9 | 35 | -5 | -1 | 2 | 3
COc1cc2c(cc1OC)C(C)N(C(=O)c1cc3n(n1)C(C(F)(F)F)CC(c1ccco1)N3)CC2 (stereo not given) | -3 | 17 | 0.4 | 18 | 0 | -4 | -5 | 26
CCCCCC(=O)NC(=S)Nc1ccc(Br)cc1C | 28 | -1 | -3.2 | 6 | -2 | 3 | 1 | -4
FC(F)Oc1ccc(-c2c[n+]3c(n2-c2ccccc2)CCCCC3)cc1 | -5 | 14 | -0.9 | -3 | 0 | 0 | -12 | 18
CC1CCc2cc(F)ccc2N1C(=O)CN1C(=O)c2ccccc2C1=O (stereo not given) | -13 | 8 | 0.5 | 39 | 1 | 2 | 10 | -6
COc1cccc(CNC(=O)CN2CCC(c3nc4ccc(C)cc4[nH]3)CC2)c1 | 13 | 2 | 0.1 | -54 | -4 | 1 | 18 | 20
COc1ccc(-n2ncc3c(=O)n(Cc4c(F)cccc4Cl)cnc32)cc1 | -50 | 6 | 3.8 | 16 | -1 | 3 | -30 | -17
COC(=O)c1cc(Cl)c(NC(=O)c2cc(OC)c(OC)c(OC)c2)cc1OC | 32 | -5 | 0.3 | -9 | 1 | 0 | 18 | -3
O=C1N=c2ccccc2=C1c1sc(NS(=O)(=O)Cc2ccccc2)nc1O | 4 | 13 | 2.0 | 10 | -6 | 3 | 7 | -2
O=C(NC(=S)Nc1cccc(Cl)c1N1CCCCC1)c1cccs1 | 34 | 7 | -0.9 | 53* | -5 | 1 | -6 | 4
Cc1nc2ccccc2nc(C)c1=NOCc1ccc(Cl)cc1Cl | 23 | 9 | 0.4 | 10 | -2 | -3 | -12 | -1
CCN(C(=O)CN1CCN(c2ccccc2OC)CC1)c1c(N)n(Cc2ccccc2)c(=O)[nH]c1=O | 11 | 8 | -1.4 | 14 | 2 | -1 | 11 | 1
COc1ccc(Nc2ccc3c(c2)=NC2(CCCCC2)[N+]=3[O-])cc1 | 100* | 7 | 45* | 36 | -2 | 13 | -36 | 17
O=C(COC(=O)C1CC2CCCC(C1)C2=O)NNC(=O)c1ccccc1Br (stereo not given) | 27 | -5 | -3.4 | -10 | -3 | -4 | 12 | -14
Cc1ccccc1NC(=O)CSc1nc2c(c(-c3ccco3)c1C#N)CCCC2 | 5 | 3 | 0.5 | 2 | -4 | 3 | 9 | -11
COc1ccc(C(=O)Nc2nnc(C(F)(F)F)s2)cc1 | -105 | -1 | 6.2 | 11 | 2 | 3 | -215 | -54
CC(C)(C)NC(=O)C(c1ccccc1)N(Cc1ccco1)C(=O)c1csnn1 (stereo not given) | 3 | 11 | -0.1 | 6 | -6 | -1 | 2 | 3
CCCCNC(=O)c1cc(C)nn1-c1ccccc1 | 12 | 19 | 0.4 | 6 | 1 | -2 | 10 | 5
COc1ccc(NC(=O)C(CC(C)C)NC(=O)c2ccccc2C)cn1 (stereo not given) | -34 | -10 | -0.6 | 16 | 0 | -2 | 2 | 4
CC(=O)c1c(OC(=O)c2ccccc2)ccnc1C(F)(F)F | -13 | 17 | 0.8 | 19 | -2 | 1 | 1 | 12
O=C1C(=O)N(Cc2cccnc2)C(c2ccc(Br)cc2)/C1=C(\O)c1ccc2c(c1)OCCO2 (stereo not given) | 12 | 11 | 1.3 | 6 | 5 | -3 | 1 | 9
CCOC(=O)C1=CN(Cc2cccc(F)c2)S(=O)(=O)NC1c1ccccc1 (stereo not given) | -3 | . | 1.5 | 39 | . | 3 | 3 | .
CCOC(=O)Cn1cnc2c(nnn2-c2cccc(OC)c2)c1=O | 10 | -9 | 3.9 | 13 | -2 | 0 | 6 | -14
COc1ccc(-c2ccc(N)[n+](CCCC(=O)O)n2)cc1 | 20 | 3 | -0.4 | -19 | 0 | -7 | 28 | -19
CC(=O)NC(CCS(C)(=O)=O)C(=O)Nc1ccc2c(c1)OCCO2 (stereo not given) | 4 | 17 | -0.5 | -7 | 4 | -6 | 22 | 14
CC1CC(C)(C)NC(=S)N1CCC(=O)Nc1ccc2c(c1)OCCO2 (stereo not given) | 13 | 4 | 0.3 | 14 | -1 | -2 | 7 | 2
O=C(CNC1CCCCCC1)Nc1ccccc1N1CCCCC1 | 11 | -15 | -0.1 | 24 | 7 | 0 | -31 | 1
Oc1ccc(-n2cccc2/C=N/n2cnnc2)cc1 | -6 | 1 | 1.3 | -11 | -1 | 0 | 12 | 10
CSc1cccc(NC(=O)CCCOc2ccc(Cl)cc2Cl)c1 | -4 | -3 | -0.8 | -3 | 0 | -3 | 0 | 13
Cc1ccc(-n2nnc3c(=O)n(Cc4ccccn4)cnc32)cc1C | 7 | -4 | 0.0 | 9 | -1 | -1 | 7 | -8
COc1ccc(OC)c(C2CC(=O)C(C)C(c3cc(OC)ccc3OC)N2)c1 (stereo not given) | 1 | -3 | -1.0 | 7 | -3 | -4 | 10 | -4
Cc1ccccc1C(=O)Nc1ccc(Cl)cn1 | -36 | -5 | 7.0 | 18 | 0 | 4 | -95 | -54
CC(C)(C)N1C(=O)[C@H]2[C@@H](c3ccc(Br)cc3)N3C(=O)N(c4ccccc4)C(=O)[C@@]3(C)[C@H]2C1=O | -6 | 8 | 2.2 | 12 | 6 | -1 | 23 | 0
COc1ccc(C)cc1NC(=O)NCCCCc1ccccc1 | 20 | 10 | 2.1 | 24 | -2 | -3 | -5 | 9
S=c1nc(SCc2ccccc2)[nH]c2ccccc12 | -10 | 16 | -0.1 | 12 | -5 | -4 | 6 | -3
CC1(C)CC(c2csc(N)n2)CCO1 (stereo not given) | -9 | 6 | 3.6 | -4 | -2 | -1 | 12 | 9

Complete entries as entered above:
Results for COc1ccc(C)cc1NC(=O)NCCCCc1ccccc1 = Mdm2-MdmX inh: 20; APJ antagonist: 10; CHOP UPR activ: 2.1; tim23-1 inh: 24; APJ agonist: -2; UPR XBP1 act: -3; 697 NFkB inh: -5; Jurkat NFkB inh: 9
Results for CC(C)(C)N1C(=O)[C@H]2[C@@H](c3ccc(Br)cc3)N3C(=O)N(c4ccccc4)C(=O)[C@@]3(C)[C@H]2C1=O = Mdm2-MdmX inh: -6; APJ antagonist: 8; CHOP UPR activ: 2.2; tim23-1 inh: 12; APJ agonist: 6; UPR XBP1 act: -1; 697 NFkB inh: 23; Jurkat NFkB inh: 0

High-throughput results as filed in PubChem.
